# CRE Fsk mod: modulators of forskolin-stimulated CRE signaling in CHO cells; CHO CRE-bla reporter (cAMP response element driving beta-lactamase), forskolin EC10, beta-lactamase ratio; Potency, µM (series often up to 38.2 µM), inactives show at the top dose activity change, negative = inhibition, hits mostly activators; hit rate 2.5% among 71,000; AID 662; active = well fitted activation curve with a large enough effect in the signal ratio, with a control signal flat, not every such curve was filed as active; inconclusive = small, poorly fitted or top-dose-only effect, or effect the other way, or a change in a side signal; the % refers to the signal ratio; also: potency is read from the fitted curve at half-maximal effect; % of control where 0% means no effect
#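 Modulation of forskolin signalling: compounds in titration series added with EC10 NKH 477 to CHO cells carrying a CRE-driven beta-lactamase reporter, 3 h, 37C. CCF4 FRET ratio (460/530 nm, ex 405 nm) gives %activity and AC50.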
# ALOX15 inhib: 15-hLO (ALOX15) enzyme inhibition | P16050 | purified 15hLO-1, xylenol orange hydroperoxide absorbance | Potency, µM (top dose mostly 57.1 µM), without a hit: top-dose activity change, negative = inhibition, hits mostly inhibitors | hit rate 1.4% among 74,000; also: potency is read from the fitted curve at half-maximal effect; % is scaled to controls: 0 for no effect and ±100 for the full control effect; nearly all actives have a fitted effect of over 55% in size
#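 Quantitative HTS in 25 mM Hepes pH 7.5 containing 0.01% Triton X-100: human 15hLO-1 at 40 nM, arachidonic acid at 50 uM, 6 min turnover. Product quantified via ferrous oxidation/xylenol orange, 573:405 nm absorbance ratio.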
# ERK AVP inh: inhibitors of vasopressin-stimulated ERK signaling pathway; Potency, µM (highest dose often 57.5 µM), without a hit: at the top dose activity, negative = inhibition, actives largely listed as inhibitors; HEK293-V1b, vasopressin-stimulated pERK AlphaScreen; hit rate 0.99% among 72,000; also: potency is read from the fitted curve at half-maximal effect; % is scaled to controls: 0 for no effect and ±100 for the full control effect; nearly all actives have a fitted effect of over 55% in size
#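 V1b-HEK293 cells; cpd 30 min 37C; 25 nM vasopressin 5 min; lyse 10 min; AlphaScreen beads 5 hr RT. Normalized to DMSO basal and 25 nM vasopressin; AC50 by Hill fit.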
# Pol III holo inh: DNA polymerase III holoenzyme inhibition. hit rate 0.25% among 71,000. Potency, µM (titrated, usually from 57.1 µM), for inactives: top-dose activity change, negative = inhibition. AID 603. reconstituted DNA polymerase III holoenzyme replication, biochemical; also: potency is read from the fitted curve at half-maximal effect; % is scaled to controls: 0 for no effect and ±100 for the full control effect
#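 Reconstituted *E. coli* holoenzyme (0.35 nM Pol III, 1 nM beta, 154 nM SSB, 2 nM primase) was preincubated with compound for 15 min at RT. Synthesis on 1.4 nM ssM13Gori ran 35 min, then was stopped with PicoGreen/EDTA and read as dsDNA fluorescence.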
# HBB splicing: hemoglobin beta splicing modulation; hit rate 0.06% among 65,000; Potency, µM (titrated, usually from 46.1 µM), inactives show at the top dose activation, usual class: activators; HBB splicing reporter cell assay, activation; EGFP reporter with mutant IVS2-654 intron; response scale: normalised to 500 nM splice-correcting PNA; AID 925; also: potency is read from the fitted curve at half-maximal effect; 0% is about no effect
#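 Compounds were applied for 2 days to HeLa EGFP-654 cells, 500/well in Optimem with 2% FCS. The reporter's EGFP is disrupted by mis-splicing of beta-globin intron IVS2-654. Readout: summed well GFP fluorescence from 488 nm laser scanning; reference was 500 nM antisense […] 654 PNA.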
# Hsp90 Hop PPI: changes Hsp90-Hop TPR2A binding signal, up or down | AID 595 | hit rate 0.44% among 71,000 | Potency, µM (series often up to 57 µM), inactives show at the top dose activity change, negative = inhibition | AlphaScreen TPR2A-His6 binding biotin-Hsp90 C-terminal peptide; active = well fitted curve in either direction with a large enough effect; inconclusive = small, poorly fitted or top-dose-only effect, or another doubt; also: potency is read from the fitted curve at half-maximal effect; % is scaled to controls: 0 for no effect and ±100 for the full control effect; many of its hits are not listed in these tables
# GFP derepression: epigenetic GFP locus derepression in mouse cells | mouse C127i GFP locus derepression, cytometry, 30 h | Potency, µM (doses to about 46.1 µM), without a hit: top-dose GFP derepression (activation) | hit rate 0.09% among 68,000; also: % of control where 0% means no effect
#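 Read-out is the number of GFP-positive cells, scored as fluorescent objects 20 to 120 um wide, reflecting derepression of a silenced CMV-GFP reporter in murine C127i cells after 30 h compound exposure at 37 C.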
# Ub-GFP proteasome: ubiquitin-GFP accumulation via proteasome inhibition; Ubiquitin-GFP reporter cells, proteasome inhibition, GFP fluorescence; response scale: untreated = 0%, 10 µM MG-132 = 100%; Potency, µM (titrated, usually from 45.9 µM), without a hit: at the highest dose activation (GFP accumulation), usual class: activators; 67,000 tested, under 10 active; active = well fitted activation curve with a large enough effect, not every such curve was filed as active; inconclusive = small, poorly fitted or top-dose-only effect, or another doubt; inactive = no such curve, though single readings can be large or run the other way; also: potency is read from the fitted curve at half-maximal effect
#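 U2OS cells stably expressing ubiquitin(G76V)-GFP, seeded overnight in 0.5% FBS medium, were exposed to compounds (qHTS, 46 uM to 2.9 nM) for 4 hr at 37 °C. GFP-positive cells were counted by laser cytometry (488 ex/515 em), normalized between basal and 10 uM MG-132.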
# Luciferase inh: firefly luciferase inhibition; purified firefly luciferase, luminescence, 8 min; P08659; Potency, µM (doses to about 57.1 µM), inactives show top-dose activity change, negative = inhibition, most hits filed as inhibitors; hit rate 2.2% among 72,000; AID 411; also: potency is read from the fitted curve at half-maximal effect; % is scaled to controls: 0 for no effect and ±100 for the full control effect; nearly all actives have a fitted effect of over 40% in size
#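 Inhibition of light generation by firefly luciferase from ATP and luciferin was profiled with concentration-response curves per sample, ATP held at 10 uM within the enzyme's linear range. Plates were read by luminescence after an 8-minute ambient incubation.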
# HADH2 inh: inhibitors of human HADH2 dehydrogenase; Q99714; recombinant HADH2, NADH fluorescence, beta-hydroxybutyryl-CoA; hit rate 3.4% among 73,000; Potency, µM (top dose mostly 57.1 µM), for the others: top-dose activity change, negative = inhibition, most hits filed as inhibitors; also: potency is read from the fitted curve at half-maximal effect; % is scaled to controls: 0 for no effect and ±100 for the full control effect; nearly all actives have a fitted effect of over 60% in size; many of its hits are not listed in these tables
# Target sequence (Q99714 whole entry, looked up, one chain of several): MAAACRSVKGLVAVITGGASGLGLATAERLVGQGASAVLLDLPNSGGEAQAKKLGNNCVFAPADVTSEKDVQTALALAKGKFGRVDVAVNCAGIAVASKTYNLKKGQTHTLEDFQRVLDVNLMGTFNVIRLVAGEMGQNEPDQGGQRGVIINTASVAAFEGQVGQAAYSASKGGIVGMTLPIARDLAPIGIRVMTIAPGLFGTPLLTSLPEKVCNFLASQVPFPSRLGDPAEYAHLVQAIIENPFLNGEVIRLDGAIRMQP
#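 E. coli-expressed His-tagged HADH2 tested at 20 nM in alkaline Tris buffer (pH 9.0); oxidation of 90 uM beta-hydroxybutyryl-CoA with 1 mM NAD+ tracked fluorimetrically for 4 min.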
# Tau filament bind: tau filament binding; P10636; recombinant tau filaments, thioflavin S fluorescence, 15 h; filaments grown with octadecylsulfate alongside compound; Potency, µM (top dose mostly 57.1 µM), inactives show at the highest dose activity change, negative = inhibition; hit rate 2% among 71,000;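 also: potency is read from the fitted curve at half-maximal effect; % is scaled to controls: 0 for no effect and ±100 for the full control effect; actives lower thioflavin S fluorescence by blocking filaments or displacing dye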
# Target sequence (P10636 whole entry, looked up): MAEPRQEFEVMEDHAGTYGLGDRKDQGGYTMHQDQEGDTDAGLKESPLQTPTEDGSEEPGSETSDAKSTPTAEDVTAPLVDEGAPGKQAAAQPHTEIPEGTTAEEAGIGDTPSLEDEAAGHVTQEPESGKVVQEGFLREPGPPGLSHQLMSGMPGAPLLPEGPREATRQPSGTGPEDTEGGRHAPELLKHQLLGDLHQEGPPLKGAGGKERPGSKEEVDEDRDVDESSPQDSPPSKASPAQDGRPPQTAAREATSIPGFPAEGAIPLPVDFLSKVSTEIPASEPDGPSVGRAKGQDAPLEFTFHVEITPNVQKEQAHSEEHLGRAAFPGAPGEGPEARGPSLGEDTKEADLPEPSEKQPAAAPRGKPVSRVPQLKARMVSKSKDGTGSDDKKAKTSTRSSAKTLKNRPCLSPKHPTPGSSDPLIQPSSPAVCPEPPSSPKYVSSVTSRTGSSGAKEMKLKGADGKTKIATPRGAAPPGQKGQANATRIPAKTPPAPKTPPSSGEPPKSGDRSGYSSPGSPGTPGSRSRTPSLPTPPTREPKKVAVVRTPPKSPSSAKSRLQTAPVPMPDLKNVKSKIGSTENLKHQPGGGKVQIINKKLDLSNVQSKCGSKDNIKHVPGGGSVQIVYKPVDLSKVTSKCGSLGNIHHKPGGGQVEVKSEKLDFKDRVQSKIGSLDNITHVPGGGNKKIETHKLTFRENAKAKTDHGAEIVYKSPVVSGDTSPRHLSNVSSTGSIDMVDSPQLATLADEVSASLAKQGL
#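 Quantitative HTS: thioflavine S signal from ODS-induced tau filaments, excited at 450 nm, emission 510 nm. Conditions: 1 uM tau, 30 uM ODS, 15 h at 37 C, pH 7.4.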
# * marks the source's active call; other numbers are inactive results; i = inactive; ? = inconclusive; . = no result given; [ ] = another dose, or the depositor's remark. Unless noted, calls follow the shape of the dose curve; as a rule, active = well fitted curve in the direction sought with a large enough effect; inconclusive = small, poorly fitted or top-dose-only effect, or another doubt; inactive = no such curve, though single readings can be large; an effect the other way counts as inactive or inconclusive. Some of the compounds tested, so the mix of outcomes need not match the whole.
SMILES	CRE Fsk mod	ALOX15 inhib	ERK AVP inh	Pol III holo inh	HBB splicing	Hsp90 Hop PPI	GFP derepression	Ub-GFP proteasome	Luciferase inh	HADH2 inh	Tau filament bind
CC1(C(=O)NCc2cccnc2)CCC(=O)N1Cc1cccs1 (centres undefined)	0.3%	6.3%	7.4%	-2.5%	0.4%	-4.2%[2.3 µM]	.	1.4%	4.0%	-7.4%	-3.3%
CCOC(=O)C1CCN(C(=O)CN(C)S(=O)(=O)c2cc(C)ccc2OC)CC1	-2.3%	3.0%	-14.5%	-1.6%	-0.2%	-0.8%	6.3%	5.9%	0.2%	-0.4%	-2.8%
Cc1cc(C2(c3cc(C)c(O)c(C(=O)O)c3)OS(=O)(=O)c3ccccc32)cc(C(=O)O)c1O	7.3%[7.6 µM]	9.2%[11.4 µM]	13.7%[11.5 µM]	-6.3%[11.4 µM]	-2.9%[9.22 µM]	1.2%[11 µM]	0.0%[9.22 µM]	-0.2%[9.17 µM]	1.3%[11.4 µM]	3.0%[11.4 µM]	10.2%[11.4 µM]
Oc1ccc2ccccc2c1C=NCc1c(O)ccc2ccccc12	-11.2%[7.6 µM]	0.0%[11.4 µM]	22.1%[11.5 µM]	-7.6%[11.4 µM]	0.9%[9.22 µM]	5.9%[11 µM]	-3.4%[9.22 µM]	0.0%[9.17 µM]	-3.8%[11.4 µM]	3.4%[11.4 µM]	-23.9%[11.4 µM]
COc1ccccc1NC(=O)CN1CCCCC1	1.3%	10.9%	4.7%	-1.2%	1.4%	-3.5%	-4.2%	-7.0%	-0.7%	11.2%	-4.0%
O=C(c1ccco1)[C@@H]1[C@@H]2C(=O)N(c3ccc(F)cc3)C(=O)[C@@H]2C2c3ccccc3C=CN21 (some centres undefined)	?	-3.2%	-4.3%	-1.4%	-2.3%[0.369 µM]	-8.8%	0.0%	.	-3.4%	-4.6%	147.6%
Nc1nc(-c2cccnc2)cc(-c2cc(-c3cccnc3)nc(N)n2)n1	-0.7%[7.6 µM]	5.5%[11.4 µM]	10.9%[11.5 µM]	-7.7%[11.4 µM]	1.8%[9.22 µM]	-0.3%[11 µM]	6.9%[9.22 µM]	-4.4%[9.17 µM]	1.3%[11.4 µM]	-2.2%[11.4 µM]	-1.8%[11.4 µM]
CN(C)c1ncc2nc(-c3cccc(C#N)c3)c(=O)n(CCC#N)c2n1	?	7.7%	-12.7%	2.4%	1.0%	-2.8%	-4.5%[9.22 µM]	-3.2%	1.7%[11.4 µM]	6.6%	23.4%
COc1ccc(CCNC(=O)CCNS(=O)(=O)c2ccc3c(c2)CCN3C(C)=O)cc1OC	-5.1%	2.9%	4.4%	2.8%	-1.9%	-0.2%	2.1%	-4.8%	1.6%	3.9%	4.4%
COc1ccc(N2CSC3=C(C#N)C(c4cc(OC)c(OC)cc4OC)CC(=O)N3C2)c(OC)c1 (centres undefined)	?	?	4.0%	-10.0%	-0.7%	-5.9%[2.3 µM]	.	-5.7%	-15.5%	1.58µM*	?
CCOC(=O)c1cc(NC(=O)c2cc(C)on2)cc(C(=O)OCC)c1	-8.6%	11.6%	-22.4%	0.8%	-0.1%	-1.1%	4.3%	-6.6%	0.6%	11.2%	41.5%
CC(=O)N1CCC[C@@]2(CCN(Cc3nccs3)C2)C1	6.7%	6.8%	-7.0%	-0.6%	0.1%	-5.5%	2.4%[9.22 µM]	-10.6%	2.3%[11.4 µM]	2.5%	-1.1%
CCc1cc2c(NCc3ccco3)ncnc2s1	0.8%	2.5%	-8.1%	-1.5%	.	-0.5%	1.9%	-0.2%	1.1%	14.5%	5.7%
O=C(Nc1ccc(Cl)cc1)N1CCC(c2nc(-c3ccc(F)cc3)no2)CC1	7.1%	-18.9%	-12.5%	8.7%	.	14.4%	5.3%	0.4%	-7.3%	4.5%	-22.6%
CCOc1ccc2nc(NCCNS(=O)(=O)c3ccccc3)c(C#N)cc2c1	?	-10.9%	-2.4%	-3.5%	.	7.3%	6.3%	-2.5%	0.6%	-9.5%	175.1%
CCN(CC)C(=O)CN1C(=O)C2CC=C(Cl)CC2C1=O (centres undefined)	-5.8%	2.0%	-5.5%	-0.2%	-2.6%	-4.2%	2.6%	-2.5%	2.4%	-0.1%	1.9%
O=C(NCc1ccccc1)[C@H]1C[C@@H]1[C@H](NP(=O)(c1ccccc1)c1ccccc1)c1ccccc1	-24.2%	.	-14.5%	7.6%	3.8%	-6.8%	.	.	.	-0.2%	14.2%
Cc1ccc(C2NC(=O)c3c(sc4c3CCN(C)C4)N2)s1 (centres undefined)	?	?	-10.9%	4.1%	2.5%[1.84 µM]	-10.7%	0.0%	-7.1%	-15.7%	-16.3%	i
COc1ccc(C)cc1NC(=O)CN1CCN(S(=O)(=O)c2ccc(C(C)C)cc2)CC1	?	-6.3%	15.7%	-0.9%	-1.2%	-2.3%	-2.1%	-4.2%	2.6%	16.2%	22.5%
Nn1c(SCC(=O)NC(=O)NC2CCCC2)nnc1-c1ccccc1F	-6.2%	-8.6%	11.7%	-2.0%	0.6%[57.5 µM]	?	-1.6%	1.0%	0.0%	-2.6%	-10.1%
Cc1cc(C)n(-c2nc3ccccc3c(=O)n2OC2CCCCC2)n1	0.8%	3.1%	5.7%	-6.4%	-3.9%[57.5 µM]	-0.5%	2.1%	-2.6%	3.4%	1.5%	-9.4%
CCCC(=O)c1cc(-c2nc3ccccc3n2C)n(C)c1	22.1%	6.6%	-26.9%	-3.6%	-0.1%	-6.2%	0.0%	1.3%	-2.8%	4.2%	-5.6%
O=c1c(-c2ccccc2)nc2cncnc2n1-c1ccccc1	?	-3.1%	?	-8.0%	0.5%	-7.9%	2.3%[9.22 µM]	10.6%	-0.5%[11.4 µM]	-19.1%	-0.5%
Nc1ccccc1C(=O)Nc1cccc(C(=O)O)c1	-2.3%	10.2%	10.1%	-1.4%	-0.2%	-2.7%	0.1%	3.4%	25.1µM*	-23.5%	16.5%
COc1ccc(-c2noc(CN(C)S(=O)(=O)c3ccc(Cl)cc3)n2)cc1OC	5.8%	-7.1%	?	-1.5%	-1.9%	9.9%	-1.7%	6.1%	-1.3%	11.9%	73.1%
CCSc1nnc(-c2cccc(S(=O)(=O)N(CC)CC)c2)n1Cc1ccccc1	12.7%	14.4%	10.6%	-8.1%	-0.4%[57.5 µM]	1.4%	-1.5%	-1.1%	3.2%	4.6%	4.1%
CCN(CC)c1ccc(C=N/C(C#N)=C(\N)C#N)cc1	-16.9%	2.6%	13.6%	1.1%	?	-14.0%	17.5%	4.4%	-4.9%	-11.1%	-14.6%
CC(C)(C)n1nc2c(c1NC(=O)c1ccco1)CS(=O)C2 (centres undefined)	0.8%	-9.5%	21.7%	1.7%	1.0%	-0.3%	6.9%	11.1%	-1.6%	-2.2%	16.9%
COc1ccc(C(=O)CSc2nnc(-c3ccccc3)o2)cc1	?	3.2%[11.4 µM]	-29.6%	1.1%[11.4 µM]	-4.9%[0.0738 µM]	-29.5%[11 µM]	0.0%	11.9%[9.17 µM]	-0.4%	2.9%[11.4 µM]	374.5%[11.4 µM]
COc1cc(C)nc(NCc2ccccc2)n1	11.6%	11.9%	-18.6%	-3.8%	3.6%	-2.6%	13.5%	-9.2%	-0.1%	0.0%	-12.4%
C=CCn1c(C)c(C(C)=O)c(N2CCOCC2)nc1=S	-4.2%	-0.5%	3.3%	-1.7%	-3.3%	-2.7%	2.5%	7.1%	-1.1%	-7.3%	19.5%
CCOc1ccc2nc3sc(C(=O)N4CCN(C)CC4)c(N)c3cc2c1	?	-29.7%	-8.6%	-2.3%	-2.5%	-7.2%	4.7%	-5.7%	-9.7%	?	?
CCN(C(=O)Cn1c(=O)oc2ccccc21)c1cccc(C(F)(F)F)c1	-0.6%	18.7%	21.3%	-2.2%	-0.3%	-2.1%	3.6%	10.2%	2.3%	4.3%	13.1%
Nc1nc(Nc2ccccc2)nc2ccccc12	-6.4%	?	12.6µM*	-8.2%	-0.2%[57.5 µM]	-1.7%	-2.3%	1.9%	6.31µM*	13.2%	56.5%

# Screens (PubChem)
